Source: PubChem
BL2 CD40 inh = CD40 pathway inhibition in BL2 cells; inhibition, % at 10 µM; AID 1053188; 83,000 compounds, 0.94% hits; BL2 NF-kB luciferase reporter, CD40L-induced, 4 h;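 active means mean inhibition of at least 50% with a set share of replicates also reaching that level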;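 further: 0% = neutral control wells and 100% = IKK inhibitor VII at 50 µM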
* hit, by the source's call; [ ] = another dose, or the depositor's remark. These rows are one share of the data. The share of hits here may be higher or lower than overall.

SMILES	BL2 CD40 inh
CC(NC(=S)NC(=O)c1cccs1)c1ccccc1 (stereo unspecified)	14
CC(=O)c1cc(F)ccc1OCC(=O)N1CCN(c2ccc(F)cc2)CC1	0
N#C[C@@H]1[C@H](c2ccc(-c3cccc(F)c3)cc2)[C@H](CO)N1C(=O)NC1CCCCC1	12
COCC(=O)N(C[C@H]1N[C@@H](CO)[C@@H]1c1ccc(C2=CCCC2)cc1)C(C)C	0
CCS(=O)(=O)N(C)C[C@@H]1OCc2ccccc2-c2c(n(C)c3ccccc23)C(=O)N([C@H](C)CO)C[C@@H]1C	-6
O=C(Cc1ccccc1)Nc1c(C(=O)N2CCOCC2)cnn1-c1ccccc1	-11
CCNC(=O)[C@H]1[C@H](CO)[C@H]2Cn3c(ccc(-c4ccccc4)c3=O)[C@H]2N1C(=O)C1CCC1	3
Cc1cc(S(=O)(=O)N2CCCC2)c(C)s1	13
CC(=O)c1cc(C#N)c(N2CCCC2)nc1C	-32
Cc1ccc(/C=N\NC(=O)CNC(=O)C23CC4CC(CC(C4)C2)C3)o1	7
CCCCn1c(CNC(C)=O)nc2ccccc21	0
COc1ccc(C(=O)/C=C/C(=O)N(CC(=O)NCCC(C)C)Cc2cccs2)c(O)c1	90*
Cc1cc(=O)[nH]c(-n2ncc(C#N)c2N)n1	0
CCOc1cc(/C=C2/SC(=S)N(CC3CCCO3)C2=O)ccc1O (stereo unspecified)	-19
CCn1c(CNc2cccc(Cl)c2)nnc1SCc1ccccc1	1
Cc1ccc(C(C)C)c(OCCCNCc2cccnc2)c1	14
O=C(O)CCC(=O)c1cccc2ccccc12	6
Cc1[nH]c2ccccc2c1CC#N	-1
Cc1noc(C)c1COC(=O)CCc1nc2ccccc2s1	11
O=C(C[C@@H]1CC[C@@H]2[C@H](COC[C@H](O)CN2C(=O)c2cnccn2)O1)N1CCN(c2ccccc2)CC1	4[25 µM]
COc1ccc2nc(NC(=O)C3CC(=O)N(c4ccc5c(c4)OCCO5)C3)sc2c1 (stereo unspecified)	-3
CCOc1ccc(S(=O)(=O)N2CCOCC2)cc1NC(=O)CN1C(=O)NC(C)(c2ccc(C)cc2)C1=O (stereo unspecified)	21
O=C(NCC1(N2CCCCC2)CCCCC1)c1ccc(NS(=O)(=O)c2ccccc2)cc1	-7
CCOC(=O)c1oc2ccc(Cl)cc2c1NC(C)=O	12
CO[C@H]1CN(C)C(=O)c2cc(NS(=O)(=O)c3cn(C)cn3)ccc2OC[C@@H](C)NC[C@H]1C	-7[25 µM]

The last 3 entries of the section above lead into the next:
SMILES	BL2 CD40 inh
O=C(NCC1(N2CCCCC2)CCCCC1)c1ccc(NS(=O)(=O)c2ccccc2)cc1	-7
CCOC(=O)c1oc2ccc(Cl)cc2c1NC(C)=O	12
CO[C@H]1CN(C)C(=O)c2cc(NS(=O)(=O)c3cn(C)cn3)ccc2OC[C@@H](C)NC[C@H]1C	-7[25 µM]
O=C(CCc1ccccc1)NC(=S)Nc1ccc2c(c1)C(=O)OC2	-4
O=C(N1CCCCC1)N1CCN(C(=O)N(c2ccccc2)c2ccccc2)CC1	-2
CN(C)C(=O)C(OC(=O)c1ccc2ccccc2n1)c1ccccc1 (stereo unspecified)	3
N#Cc1ccccc1S(=O)(=O)N1CCN(C(=O)C2CCCCC2)CC1	1
Cc1ccn2c(=O)nc(SCC(=O)Nc3ccc4c(c3)OCO4)nc2c1	-7
O=C(c1ccccn1)N1C[C@@H]2[C@H](c3ccccc31)[C@@H](CO)N2C(=O)Nc1ccccc1Cl	-6[25 µM]
O=C(c1cccc(F)c1)N1C[C@H]2[C@@H](c3ccccc31)[C@H](CO)N2C(=O)c1cccc(F)c1	1
CCC(=O)N1CC[C@@H]2[C@@H](CO)N(C)c3ccc(-c4ccc(C#N)cc4)cc3[C@@H]21	11[25 µM]
CN1c2ccc(C3=CCCCC3)cc2[C@H]2[C@H](CCN2C(=O)C2CCC2)[C@@H]1CO	-10
O=C(COc1ccc(Br)cc1)OCc1nnc(-c2ccccc2)o1	2
CCC(=O)Nc1sc2c(c1C(N)=O)CCC2	-12
COc1ccccc1N1CC(C(=O)NCC2COc3ccccc3O2)CC1=O (stereo unspecified)	9
COc1ccc(C2=NOC(C(=O)NCc3ccccn3)C2)cc1 (stereo unspecified)	-1
CCN(CC(=O)NCc1ccc(F)cc1)C(=O)CN1CCN(c2ccccc2OC)CC1	7
Cc1ccc(/C([O-])=C(/C(=S)NCc2ccccc2)[n+]2cccc(CO)c2)cc1[N+](=O)[O-]	2
O=C(NCCCCCCNC(=O)c1ccncc1)c1ccncc1	-2
CN(Cc1nc2ccccc2n1C)C(=O)c1ccco1	-1
CCSc1nc2c(c(=O)[nH]c(=O)n2C)n1CC(O)COc1ccccc1 (stereo unspecified)	8
O=C(c1ccco1)N1CCc2[nH]nc(-c3ccc(Cl)cc3)c2C1	2
O=C(c1ccccc1F)N1CC(=O)N2[C@@H](CO)[C@H](c3ccc(C#Cc4ccccc4)cc3)[C@@H]2C1	12[25 µM]
O=C(NC1CCCC1)[C@H]1[C@H](CO)[C@H]2Cn3c(cccc3=O)[C@H]2N1CC1CCOCC1	0
CCOC(=O)C1CCCN(C(=S)Nc2ccc(OC)cc2)C1 (stereo unspecified)	-7
Cn1c(-c2ccccc2)c(C=O)c2ccccc21	-18
COc1ncccc1C(=O)NC1CCCc2c1cnn2-c1cc(C)cc(C)c1 (stereo unspecified)	-15
Cc1ccccc1OCC(=O)NNC(=O)c1ccoc1C	1

Later entries
SMILES	BL2 CD40 inh
CCOc1ccc(S(=O)(=O)NCCC(=O)NCC(C)(C)N2CCOCC2)cc1	1
CCOC(=O)c1ccc(CSc2nncn2N)o1	2
Cc1ccc2nc3c(cc(S(=O)(=O)c4ccccc4)c(=N)n3C3CCCC3)c(=O)n2c1	-13
CCC(=O)N1[C@H](CO)[C@@H](c2ccc(-c3cccc(OC)c3)cc2)C12CN(C(C)=O)C2	-12[25 µM]
O=C(CNC(=O)N1CC(=O)Nc2ccccc21)NCc1ccccc1	5
O=C(COc1ccc2ccccc2c1)Nc1cccc(C(=O)Nc2ccccc2C(=O)O)c1	2
CCOC(=O)c1c(C)[nH]c(N=Nc2cccc(C)c2)c1C	-110
Cc1ccc(NC(=O)CNC(=O)c2ccc(Br)o2)nc1	9
Cc1c(C)n2c(SCC(=O)Nc3ccc4c(c3)OCCO4)nnc2[nH]c1=O	1
S=C(Nc1cccc2ccccc12)NN1CCCCCC1	-50
O=C(c1cccnc1)N1CC[C@@H]2[C@H](CO)Nc3ccc(C4=CCCCC4)cc3[C@@H]21	-21[25 µM]
COc1cccc(C(=O)Nc2ccc3c(c2)OC[C@H](C)N(C(=O)C2CCCC2)C[C@@H](C)[C@@H](OC)CN(C)C3=O)c1	4
O=C(COC(=O)CN1C(=O)NC2(CCCC2)C1=O)Nc1ccccc1C(F)(F)F	3
CO[C@H](CN(C)S(=O)(=O)c1cccc(Cl)c1)[C@H](C)CN(C(=O)Nc1ccccc1F)[C@@H](C)CO	-9[25 µM]
COc1ccc(Cl)cc1C(=O)NNC(=O)c1nn(C)c(=O)c2ccccc12	-2
CCNC(=O)C1(C)CCCN(C(=O)c2cc3ccccc3s2)C1 (stereo unspecified)	-20
CCCCn1c(N)c(N(Cc2ccccc2OC)C(=O)C(C)Oc2ccc(Br)cc2)c(=O)[nH]c1=O (stereo unspecified)	2
C[C@H](CO)N1C[C@H](C)[C@H](CN(C)C(=O)[C@H]2CCCN2C)OCc2ccccc2-c2ccccc2C1=O	-5[25 µM]
N#C[C@H]1N[C@@H](CO)[C@H]1c1ccc(C#CC2CCCCC2)cc1	-9[25 µM]
COc1ccc(C(=O)N2N=C(c3cccs3)CC2c2ccccc2O)cc1 (stereo unspecified)	5
CN(C)S(=O)(=O)c1cccc(NC(=O)CNCC2CCCCC2)c1	-5
O=C(C1CCCCC1)N1C[C@H]2[C@@H](c3ccccc31)[C@H](CO)N2Cc1ccccc1Cl	-4[25 µM]
c1cncc(-c2ccc(C3[C@H]4CNC[C@@H]3N4CC3CCCCC3)cc2)c1 (stereo partly specified)	5
O=C(Oc1cccc2cccnc12)c1ccc2c(c1)OCCO2	-55
COc1ccc(S(=O)(=O)N(C)C[C@@H]2OCc3cn(nn3)CCCC(=O)N([C@@H](C)CO)C[C@H]2C)cc1	-3[25 µM]

Six entries out of the list above, sorted by their value in BL2 CD40 inh, lowest first:
| SMILES | BL2 CD40 inh |
| --- | --- |
| Cc1ccc2nc3c(cc(S(=O)(=O)c4ccccc4)c(=N)n3C3CCCC3)c(=O)n2c1 | -13 |
| CN(C)S(=O)(=O)c1cccc(NC(=O)CNCC2CCCCC2)c1 | -5 |
| Cc1c(C)n2c(SCC(=O)Nc3ccc4c(c3)OCCO4)nnc2[nH]c1=O | 1 |
| O=C(COc1ccc2ccccc2c1)Nc1cccc(C(=O)Nc2ccccc2C(=O)O)c1 | 2 |
| O=C(COC(=O)CN1C(=O)NC2(CCCC2)C1=O)Nc1ccccc1C(F)(F)F | 3 |
| Cc1ccc(NC(=O)CNC(=O)c2ccc(Br)o2)nc1 | 9 |

New compounds follow:
SMILES	BL2 CD40 inh
O=C(Cc1ccccc1)NCCSCc1ccccc1	-17
NNC(=O)c1cc2c(ccc3ccccc32)o1	15
C[C@H]1CN(C)C(=O)c2cccc(N(C)C)c2O[C@H]1CN(C)S(C)(=O)=O	3
OC[C@@H]1[C@H](c2ccc(-c3ccc(F)cc3)cc2)[C@H](CNC2CCCC2)N1CCC(F)(F)F	18[25 µM]
C[C@H]1CN([C@@H](C)CO)C(=O)CCCn2nncc2CO[C@H]1CN(C)C(=O)CCC(F)(F)F	3[25 µM]
CC(=O)Nc1cccc2c1O[C@H](CN(C)C(C)=O)[C@@H](C)CN(C)C2=O	6
COc1ccccc1NC(=O)c1ccccc1NC(=O)c1ccccn1	1
O=S(=O)(c1ccccc1F)N1CC[C@@H]2[C@H](CO)Nc3ccc(-c4ccccc4)cc3[C@@H]21	-1
Cc1sc2ncn(CC(=O)Nc3ccccc3F)c(=O)c2c1-c1ccccc1	10
O=C(NC1CCCCC1)N1CC(=O)N2[C@@H](CO)[C@H](c3ccc(-c4ccncc4)cc3)[C@@H]2C1	-21[25 µM]
O=C(COC(=O)c1cc2ccccc2cc1O)NC(=O)NCc1ccco1	24
COc1ccc(CN2CC(C(=O)NCc3ccc4c(c3)OCO4)CC2=O)cc1 (stereo unspecified)	-1
CCOC(=O)C1CCN(C(=O)c2ccc(S(=O)(=O)Nc3ccccc3Cl)cc2)CC1	1
O=C(Cn1cnc2sc(-c3ccccc3)cc2c1=O)NCc1ccccc1	-3
OCCOCCN1CCN(C(=S)Nc2ccccc2)CC1	8
CC(NC(=O)COC(=O)c1ccccc1F)C1CC2CCC1C2 (stereo unspecified)	3
O=C(CN(c1ccc(F)cc1)S(=O)(=O)c1ccc2c(c1)OCCO2)Nc1ccccc1	-8
Cc1ccccc1OCC(=O)OCC(=O)Nc1ccc2c(c1)OCCO2	0
CN(C)C(=O)c1cccc(-c2ccc([C@H]3[C@@H](CO)N(C(=O)C4CC4)[C@H]3C#N)cc2)c1	1
C[C@@H]1CN(C)C(=O)Cc2cc([N+](=O)[O-])ccc2O[C@@H]1CN(C)C(=O)OC(C)(C)C	-3
Cc1c(C(=O)NCc2ccccc2)oc2c1C(=O)CCC2	-6
O=C(C[C@H]1CC[C@H]2[C@@H](COC[C@H](O)CN2CC2CCOCC2)O1)NCc1ccc(Cl)cc1	2[25 µM]
N#C[C@H]1[C@@H](c2ccc(C#CC3(O)CCCC3)cc2)[C@@H](CO)N1C(=O)C1CC1	-3
CCOc1ccc(-c2cnc3n2CCC3)cc1	-30
CC1(C(=O)NCc2cccs2)Cc2c(-c3ccc4c(c3)OCO4)ccnc2O1 (stereo unspecified)	13

The results go on:
SMILES	BL2 CD40 inh
Cc1ccccc1-c1nc(CN2CCC(C(=O)NCc3cccnc3)CC2)c(C)o1	10
Cc1ccc(NC(=O)C(c2ccccc2)N2CCN(CC(=O)NC3CC3)CC2)cc1 (stereo unspecified)	-84
O=C(NCc1ccco1)c1ccc(S(=O)(=O)N2CCCc3ccccc32)cc1	5
O=C(Nc1cc(C(F)(F)F)ccc1N1CCOCC1)C1CC1	7
Cc1ccc(CN2CC(=O)N3[C@H](C2)[C@@H](c2ccc(-c4ccccc4F)cc2)[C@@H]3CO)cc1	-9[25 µM]
COc1ccc(Cl)cc1NC(=O)CNc1ccccc1N1CCOCC1	0
CC(C)NC(=O)Nc1ccc2c(c1)C(=O)N(C)[C@@H]1CC[C@H](CC(=O)NCc3ccc(F)cc3)O[C@H]1CO2	4[25 µM]
CN1c2ccc(-c3cccc(F)c3)cc2[C@H]2[C@H](CCN2C(=O)C2CCC2)[C@H]1CO	38[25 µM]
COc1ccccc1N(C)S(=O)(=O)c1ccc(Cl)c(C(=O)NCc2cccnc2)c1	3
CC(=O)Nc1nc2c(ccc3ccccc32)s1	-18
CN(C)CCCNC(=O)N1c2ccccc2C=Cc2ccccc21	4
Cc1ccc(S(=O)(=O)Nc2ccc3c(c2)CC(=O)N([C@H](C)CO)C[C@@H](C)[C@@H](CN(C)S(=O)(=O)c2ccccc2)O3)cc1	8[25 µM]
c1ccc2c(NCC3CCCO3)nc(N3CCOCC3)nc2c1 (stereo unspecified)	12
CCOC(=O)C(=NC1CCS(=O)(=O)C1)NNc1ccc(Br)cc1 (stereo unspecified)	3
CCSc1nc2c(c(=O)[nH]c(=O)n2C)n1C/C=C(/C)Cl	5
COC(=O)C1C2CC3c4[nH]c5cc(OC)ccc5c4CCN3CC2CC(OC2CCCCO2)C1OC (stereo unspecified)	10
O=C(Cc1ccccc1)N1C[C@H]2[C@@H](c3ccccc31)[C@H](CO)N2C(=O)C1CCCC1	5
